PfHsp90 set2 = growth inhibition of PfHsp90-expressing yeast, primary screen, antimalarial PfHsp90 inhibitor project, S. cerevisiae, BacTiter-Glo luminescence, single point, set 2; BacTiter-Glo ATP, 48 h; yeast lacking PDR1 and PDR3 efflux regulators; AID 504621, 2011; 310,000 tested, 0.32% active; inhibition, % at 9.4 µM;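 active = every replicate shows inhibition above about 80%, whatever the replicate mean, limit read from the data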;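 also: 0% = DMSO neutral controls and 100% = 20 µM radicicol positive controls; yeast relying on Plasmodium falciparum Hsp90 in place of its own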
Ecoli viability = E. coli V3065 growth inhibition, primary screen, counter-screen for AddAB inhibitor project, absorbance, OD600; inhibition, % at 11.9 µM; 330,000 tested, 0.27% active; 18 h; AID 449728, 2010;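 active = inhibition above the campaign's mean inhibition across all tested compounds plus 3 SD, cut at about 9.9% in these data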;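 also: uninfected addAB+ strain grown without phage in ampicillin broth; 0% = DMSO wells and 100% = ciprofloxacin 0.95 µg/ml wells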
Tat transport = E. coli Tat export inhibitors, primary screen, MC4100, TorA-mCherry reporter, fluorescence, single point; inhibition, % at 10 µM; AID 488895, 2010; 340,000 tested, 0.036% active;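 active = mean replicate inhibition at least 50% and at least half of replicates individually reaching 50%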;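 also: exported cargo escapes ClpAP degradation while cytoplasmic cargo is degraded and loses fluorescence; 0% = median of neutral control wells and 100% = median of NaSCN control wells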
OPRM1-OPRD1 inv = inverse agonists of MOR-DOR heterodimerization, primary screen, cell-based, luminescence | Mu-type opioid receptor (Homo sapiens) + Delta-type opioid receptor (Homo sapiens), … | cell-based MOR-DOR heterodimer luminescence, inverse agonism | 340,000 tested, 0.21% active | inhibition, % at 9.3 µM; in the data active = inhibition above about 22%, passing the limit was not always enough;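 also: 0% = cells with DMSO and 100% = wells without cells with DMSO; values of inactives mirror those of a sister screen read the other way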
SUMO Mot1 rescue = yeast Mot1-301 growth rescue at high temperature, primary screen, SUMOylation pathway inhibitor project, S. cerevisiae, ATP luminescence, 38.5C. 320,000 tested, 1% active. AID 2716, 2010. growth rescue, % at 18.8 µM. S. cerevisiae Mot1-301 growth rescue; percent above DMSO median, 100 means doubled;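 active = every valid replicate shows activation above 250% relative to neutral control wells; inactive = the rest, any valid replicate at or below 250%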;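 also: OY570 slx delta 5 strain wells were the positive control but not used for scaling; some compounds called inactive have numbers as strong as hits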
phage Ecoli inh = growth loss of phage-infected E. coli, primary screen, RecBCD inhibitor project, absorbance, with phage, HTS | inhibition, % at 11.9 µM | AID 651602, 2012 | 360,000 tested, 0.26% active; in the data active = inhibition above about 11%
AddAB inh = growth inhibition of E. coli expressing H. pylori AddAB, primary screen, AddAB inhibitor project, absorbance; inhibition, % at 11.9 µM; 330,000 tested, 0.29% active; in the data active = inhibition above about 12%;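 also: 0% = vehicle wells of infected cells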
Pemphigus Ab inh = inhibitors of pemphigus antibody binding to DSG3, primary screen, biochemical, bead-based, flow cytometry, scFv-GFP | DSG3-coupled beads, scFv-anti-DSG3-GFP binding; active compounds read low | binding (percent of control), % at 10 µM | 310,000 tested, 0.48% active | AID 588358, 2011;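 active = binding more than 3 SD below its plate's average and above zero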;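 also: hits lower antibody fragment binding to DSG3; some compounds called inactive have numbers as strong as hits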
Target sequence (P32926 whole entry, looked up, the tested form may be a part): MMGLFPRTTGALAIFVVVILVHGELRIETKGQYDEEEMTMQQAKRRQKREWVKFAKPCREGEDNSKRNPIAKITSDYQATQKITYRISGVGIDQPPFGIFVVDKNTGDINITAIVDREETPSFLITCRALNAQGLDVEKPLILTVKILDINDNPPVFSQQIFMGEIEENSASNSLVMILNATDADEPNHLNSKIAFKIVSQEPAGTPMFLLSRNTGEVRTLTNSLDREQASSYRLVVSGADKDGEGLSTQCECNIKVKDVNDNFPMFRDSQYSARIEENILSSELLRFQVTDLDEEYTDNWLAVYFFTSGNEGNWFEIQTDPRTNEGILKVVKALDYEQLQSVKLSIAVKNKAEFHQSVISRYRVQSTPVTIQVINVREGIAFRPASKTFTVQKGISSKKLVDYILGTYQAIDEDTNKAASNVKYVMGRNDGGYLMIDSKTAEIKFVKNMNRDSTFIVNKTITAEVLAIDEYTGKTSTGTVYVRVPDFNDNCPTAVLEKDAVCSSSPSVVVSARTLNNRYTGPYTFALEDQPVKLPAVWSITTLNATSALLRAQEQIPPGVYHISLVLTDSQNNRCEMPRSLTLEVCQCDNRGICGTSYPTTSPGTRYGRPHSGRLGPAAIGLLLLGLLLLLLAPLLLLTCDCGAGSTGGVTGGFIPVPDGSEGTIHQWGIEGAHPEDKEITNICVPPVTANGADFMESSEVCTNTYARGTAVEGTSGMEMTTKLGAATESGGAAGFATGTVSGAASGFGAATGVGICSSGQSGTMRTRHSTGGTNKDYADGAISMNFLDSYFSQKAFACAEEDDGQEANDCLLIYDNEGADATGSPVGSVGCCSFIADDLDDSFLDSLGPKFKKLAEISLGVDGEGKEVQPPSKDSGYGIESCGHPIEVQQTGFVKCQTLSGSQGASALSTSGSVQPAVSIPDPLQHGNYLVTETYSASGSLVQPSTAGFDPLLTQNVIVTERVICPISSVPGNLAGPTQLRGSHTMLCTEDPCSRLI
PKA-R1A act = activators of PKA-R1A holoenzyme, primary screen, biochemical, fluorescence polarization, Cy5-IP20, bovine R1A, mouse PKAc; PKA-R1A dissociation; scaled: DMSO 0%, 113 µM cGMP 100%; 340,000 tested, 0.083% active; AID 504707, 2011; activation, % at 11.4 µM;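 active = percent activation above the mean of all tested compounds plus 3 SD, cut at about 19% in these data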;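 also: higher means more PKAc released from R1A so a rise in polarization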
OPRM1-OPRD1 ag = agonists of OPRM1-OPRD1 heterodimerization, primary screen, cell-based, luminescence. cells. Mu-type opioid receptor (Homo sapiens) + Delta-type opioid receptor (Homo sapiens), …. activation, % at 9.3 µM. 340,000 tested, 0.3% active; in the data active = activation above about 18%;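 also: 0% = vehicle-treated cells and 100% = reference agonist; values of inactives mirror those of a sister screen read the other way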
Arr AP2 block = inhibitors of beta-arrestin/AP2 binding, primary screen, biochemical, GPCR trafficking, flow cytometry. FITC-arrestin peptide / GST-AP2 beads; AP2 beta2 appendage carries R879A mutation. AID 504490, 2011. inhibition, % at 10 µM. 340,000 tested, 0.31% active. beta-arrestin 1 C-terminal peptide binding to AP2 beta2-adaptin appendage (human);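 active = inhibition above a set limit, near 3 SD of compounds lacking own fluorescence, cut at about 54% in these data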;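 also: plate controls were DMSO wells for no effect and 5 µM unlabelled arrestin peptide for full effect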
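System: GST-AP2 R879A glutathione beads | Also added: FITC-arrestin peptide, 50 nM | Times: 12 min plus 1 h, RT | Signal: Bead flow cytometry, FITC channel | Buffer or medium: PBS with 0.05% Tween 20 and 0.1% BSA | Read-out basis: Percent drop in bead-associated FITC signal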
The depositor's hits bear a star; x = not tested or not shown.

smiles	PfHsp90 set2	Ecoli viability	Tat transport	OPRM1-OPRD1 inv	SUMO Mot1 rescue	phage Ecoli inh	AddAB inh	Pemphigus Ab inh	PKA-R1A act	OPRM1-OPRD1 ag	Arr AP2 block
COc1ccc(C(=O)N2CCCC2(C#N)c2ccccc2)cc1[N+](=O)[O-] (centres undefined)	15	-1.6	-26	16	1	4.0	-2.7	97	4	-3.5	-8
COc1ccc(-c2ccc(C(=O)O)c(=O)[nH]2)cc1	14	1.9	0	8	-2	3.0	6.5	104	-11	-1.4	9
Cn1cnnc1SCC(=O)Nc1nc(-c2ccccc2)cs1	1	0.6	-13	x	-6	1.3	6.5	x	x	x	4
CNC(=O)c1cccc(NC(=O)CCCNC(=O)c2ccc(Cl)cc2)c1	-53	0.6	-2	5	-16	0.9	2.5	97	-1	-0.9	-9
COc1ccc(N2CCN(C(=O)c3ccc(-c4ccccc4)cc3)CC2)cc1	4	-0.3	8	-7	-13	1.8	1.6	106	-13	1.4	7
O=C1NC(=O)C2C1C(c1ccc([N+](=O)[O-])cc1)=NN2Cc1ccccc1 (centres undefined)	-3	0.0	-1	3	-18	1.4	3.9	x	-6	-0.6	21
CCC1CCCCN1C(=O)c1cc(COc2ccc(-n3cncn3)cc2)on1 (centres undefined)	28	0.7	-3	-8	-20	2.9	2.0	111	0	2.0	-5
CCOc1cc(/C=N/NC(=O)C(O)(c2ccccc2)c2ccccc2)ccc1OC(=O)c1ccco1	-26	4.3	8	12	1	4.6	0.8	89	-5	-2.3	-14
COc1ccc(NC(=O)N(O)C2(C#N)CCCCC2)cc1	7	x	-6	12	x	1.0	x	97	14	-2.9	0
Cc1ccccc1Cc1c(C)nc2c(C(=O)NCc3ccc4c(c3)OCO4)cnn2c1C	16	-0.3	2	-8	-30	1.6	-1.2	101	6	1.6	16
CCOCCCNC(=O)CN1C(=O)COc2ccc(S(=O)(=O)N3CCC(C)CC3)cc21	-25	1.4	6	-2	85	x	0.3	103	-6	0.4	12
O=C(CN1CCC(n2nnc3cc(F)ccc32)CC1)NCCc1nc2ccccc2[nH]1	-14	1.1	-3	1	528	1.9	0.7	100	4	-0.2	2
CC(=O)Nc1cccc(-c2nc3ccc(NC(C)=O)cc3s2)c1	x	-1.1	6	-18	3	7.2	-1.6	84	-10	2.5	-1
Cc1ccc(OCCn2cc(/C=N/NC(=O)c3ccncc3)c3ccccc32)cc1	-9	1.3	30	0	-2	5.8	7.1	117	-15	0.1	-5
CCCCCCCCNc1ncnc2ccccc12	-3	2.8	-2	-24	102	x	3.6	123	-8	4.0	3
CCOC(=O)N1CCN(C(=O)c2ccc(Cl)nc2)CC1	-3	-0.8	1	14	-7	0.0	-1.5	88	3	-2.7	27
COc1ccc(C(=O)O)cc1NCc1ccc(C)s1	11	-2.0	-1	3	3	-0.1	1.6	125	1	-0.7	5
O=C(COC(=O)c1ccc(Cl)nc1)NCCc1ccc(Cl)cc1	x	0.4	-12	11	11	2.7	-0.2	96	5	-2.0	2
CC1=Nc2cc(C(=O)NCC3CCCO3)ccc2Sc2ccc(Br)cc21 (centres undefined)	2	-2.1	0	22	4	2.6	1.2	95	9	-4.2	8
Nc1cc(N)cc(-c2nc3ccccc3[nH]2)c1	44	0.8	6	-9	-12	2.0	-0.9	104	-6	1.5	-9

In the list so far, 2 have a COOH group.
smiles	PfHsp90 set2	Ecoli viability	Tat transport	OPRM1-OPRD1 inv	SUMO Mot1 rescue	phage Ecoli inh	AddAB inh	Pemphigus Ab inh	PKA-R1A act	OPRM1-OPRD1 ag	Arr AP2 block
COc1ccc(-c2ccc(C(=O)O)c(=O)[nH]2)cc1	14	1.9	0	8	-2	3.0	6.5	104	-11	-1.4	9
COc1ccc(C(=O)O)cc1NCc1ccc(C)s1	11	-2.0	-1	3	3	-0.1	1.6	125	1	-0.7	5

The listing picks up with the two entries that preceded the break.
smiles	PfHsp90 set2	Ecoli viability	Tat transport	OPRM1-OPRD1 inv	SUMO Mot1 rescue	phage Ecoli inh	AddAB inh	Pemphigus Ab inh	PKA-R1A act	OPRM1-OPRD1 ag	Arr AP2 block
CC1=Nc2cc(C(=O)NCC3CCCO3)ccc2Sc2ccc(Br)cc21 (centres undefined)	2	-2.1	0	22	4	2.6	1.2	95	9	-4.2	8
Nc1cc(N)cc(-c2nc3ccccc3[nH]2)c1	44	0.8	6	-9	-12	2.0	-0.9	104	-6	1.5	-9
CCOc1ccc(N=C2NC(=O)/C(=C/C(=O)OC)S2)cc1	34	-0.1	3	6	-5	0.5	3.5	96	1	-1.4	42
O=C(O)c1cc2c(=O)c3ccccc3oc2nc1C(F)(F)F	18	-1.0	-3	10	-18	-0.9	1.9	102	-3	-2.2	14
CCCCc1ccc(NC(=O)CSc2nnc(C)c(=O)n2N)cc1	18	0.7	-4	16	1	-0.1	2.7	105	-2	-2.9	-9
COc1ccc(S(=O)(=O)N2CCOCC2)cc1NC(=O)CC1CC2CCC1C2 (centres undefined)	x	-4.7	-5	3	30	0.3	0.6	98	-17	-0.9	23
Cc1ccc(S(=O)(=O)N(C)c2cc(S(=O)(=O)Nc3ccncc3)c(C)cc2C)cc1	1	0.0	15	8	5	0.6	2.3	95	6	-1.4	12
CC(C)CC(=O)Nc1nnc(SCC(=O)NCC2CCCO2)s1 (centres undefined)	-4	2.0	3	13	-5	2.5	-0.2	x	-6	-2.5	-8
CCN(CC)c1nc(N(CC)CC)[nH]c(=O)n1	7	1.8	1	17	-17	4.5	1.9	x	-11	-3.4	1
CC1CCCCC1n1c(-c2cccnc2)n[nH]c1=S (centres undefined)	7	2.5	1	8	-23	1.0	-0.2	101	-2	-1.5	-8
CCc1nnc(NC(=O)CSc2ccc(Cl)cc2)s1	-1	0.6	2	2	0	2.7	1.1	92	-9	-0.5	14
COCCn1c(SCC(=O)Nc2ccccc2C(F)(F)F)nc2ccccc2c1=O	-1	0.2	-4	20	-3	2.4	4.0	99	-3	-4.4	-4
COC(=O)c1ccc(COC(=O)c2cc3ccccc3oc2=O)cc1	7	0.0	6	11	-3	-2.9	-1.0	108	-14	-2.2	23
COc1ccc(NC(=O)CN(c2c(C)cccc2C)S(C)(=O)=O)cc1	6	-0.6	-8	3	-2	0.4	1.9	127	-10	-0.6	-2
CCOC(=O)C1CCCN(C(=O)Cn2cccc2C(=O)c2ccccc2)C1 (centres undefined)	4	0.2	6	-1	-13	2.5	-1.1	105	-5	0.2	5
COc1cc(NS(=O)(=O)c2ccc3c(c2)oc(=O)n3C)cc(OC)c1OC	1	1.9	-1	1	-19	-0.3	3.8	107	-4	-0.2	8
COc1ccccc1CNC(=O)c1cc(-c2ccccc2C)n(CC2CC(c3cccc([N+](=O)[O-])c3)=NO2)n1 (centres undefined)	9	0.2	-2	-6	-4	4.4	0.0	101	5	1.1	8
Cc1oc2c(c1C(=O)NCc1ccccc1)CCCC2	40	-0.6	17	-3	14	1.4	-0.8	101	2	0.5	-5
CCOc1ccccc1/C=C/c1onc(C)c1S(=O)(=O)N1CCC(C(=O)NC(C)(C)C)CC1	-4	-0.3	3	5	11	4.2	6.2	109	1	-1.0	17
COc1ccc(O)c(C(=O)c2cc(C#N)c(=O)n(CC3CCCO3)c2)c1 (centres undefined)	-3	0.5	3	14	-4	3.3	1.8	105	-14	-2.6	22
O=C(O)c1nccnc1C(=O)N1CCN(c2ccccc2)CC1	-3	-2.6	2	12	-7	3.3	-1.3	89	4	-2.3	26
Cc1cnn(CCC(=O)NNC(=S)Nc2ccccc2)c1	1	-0.6	7	11	-5	2.6	-0.2	107	-4	-2.0	-8

Next entries.
Order of results – PfHsp90 set2	Ecoli viability	Tat transport	OPRM1-OPRD1 inv	SUMO Mot1 rescue	phage Ecoli inh	AddAB inh	Pemphigus Ab inh	PKA-R1A act	OPRM1-OPRD1 ag	Arr AP2 block
COCCn1nnnc1C(c1cccc(C(F)(F)F)c1)N1CCN(Cc2ccccc2)CC1 (centres undefined)
    2	-0.8	2	-25	-23	2.2	-0.5	105	-1	4.2	-19
CCN1CCN(c2ccc(S(=O)(=O)N3CCCCC3)cc2NC(=O)c2ccc(C)o2)CC1
    -1	-1.9	3	10	-9	x	1.4	98	-5	-1.5	-7
O=C(Nc1ccc(N2CCOCC2)cc1)c1ccc(Cl)cc1N1CCCC1=O
    x	-0.9	2	1	-3	2.2	2.7	104	14	-0.2	14
C=CCOc1ccc(/C=C/C(=O)OCC(=O)N(C)CC(=O)Nc2ccccc2Cl)cc1
    x	0.6	5	-4	-3	4.4	2.4	94	3	0.7	-5
O=C(CSc1nc2ncccc2[nH]1)NCc1ccco1
    -23	0.8	0	16	-3	-0.2	0.9	100	-10	-3.0	-3
Cc1c(C(=O)Nc2ccc(S(=O)(=O)N(C)C3CCN(C)CC3)cc2)oc2c(Cl)cccc12
    59	-0.8	6	-35	10	3.8	1.4	101	-6	5.4	-16
COC(=O)Nc1ccc(S(=O)(=O)N2CCCC(C(=O)N3CCN(C)CC3)C2)cc1 (centres undefined)
    -38	-1.9	-9	1	-2	2.3	0.8	97	-7	-0.3	35
CCCCCCCSc1nc(N)cc(=O)[nH]1
    1	-0.1	-9	5	1	1.8	0.7	x	-4	-1.0	37
COC(=O)c1ccc(COc2ccccc2/C=C(\C#N)C(=O)Nc2c(C)cc(C)cc2C)cc1
    -25	0.8	-8	-7	12	3.0	2.8	97	-8	1.1	-5

Assay outcomes: PubChem, several laboratories
